zfTRPN1 agonist: zebrafish TRPN1 channel agonists, primary screen, cell-based, HEK293, calcium fluorescence; HEK293 zebrafish TRPN1-YFP, Fluo-8 calcium fluorescence; 100% = response to 87 µM carbachol; 220,000 tested, 0.18% active; activation, % at 3 µM; transient receptor potential cation channel N1 (TRPN1/NompC), Danio rerio;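 active = activation above its plate's cutoff, the mean activation of test wells on that plate plus 3 SD, cut at about 19% in these data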;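 note: 0% = DMSO alone and 100% = 87 µM carbachol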
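Assay system: Zebrafish TRPN1-YFP in HEK293 cells | Incubation: Dye loading 1 h at 37 °C, then 30 min room temperature | Measured by: Kinetic Fluo-8 fluorescence, ex 470-495, em 515-575 nm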
TRPML3 ag: human TRPML3 channel agonists, primary screen, cell-based, HEK293 TRPML3-YFP, Fluo-8 calcium fluorescence, 3 µM; Mucolipin-3 (Homo sapiens), Q8TDD5; 100% = the carbachol control signal; activation, % at 3 µM; 220,000 tested, 0.29% active; AID 1448, 2008;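 active = activation above its plate's cutoff, the mean activation of the plate's test wells plus 3 SD, cut at about 12% in these data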;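 note: 0% = DMSO only wells and 100% = carbachol wells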
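Test system: HEK293 cells stably carrying human TRPML3-YFP; Doses: single dose, 3 µM final nominal compound, 0.3% DMSO final; Schedule: dye loading 1 h 37 °C then 30 min ambient, 125 s read; Technique: Fluo-8 calcium fluorescence; Benchmarks: high control carbachol 87 µM, low control DMSO.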
m-calpain inh: inhibitors of pig calpain II, primary screen, biochemical, fluorogenic peptide substrate, 1536-well; purified calpain II, 30 min; inhibition, % at 16 µM; 220,000 tested, 0.37% active; AID 1236, 2008;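 active = inhibition above about 50%, limit read from the data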
TbHK1 inh: Trypanosoma brucei hexokinase 1 inhibitors, primary screen, biochemical, G6PDH-coupled NADH absorbance, MLSCN library | recombinant TbHK1, G6PDH-coupled NADH A340 | 220,000 tested, 0.11% active | inhibition, % at 10 µM;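 active = inhibition of 50% or more in the single-dose primary screen; inactive = inhibition below 50%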
PPC-1+TRAIL kill: compounds killing PPC-1 cancer cells with TRAIL present, primary screen, TRAIL potentiator project, ATPLite luminescence, uHTS; PPC-1 cells + TRAIL, ATPLite viability luminescence; cell killing (% activity), % at 4 µM; 220,000 tested, 0.41% active;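 active = cell killing above 50% in the first pass at 4 µM, then a duplicate retest at 5 µM averaging 50% or more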;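 note: plate controls were cells with TRAIL plus DMSO for no effect and medium-only wells lacking cells for full effect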
Cl transport mod: KCC2 cotransporter modulators, thallium flux, primary screen, cell-based, HEK293 KCC2, FluoZin-2 fluorescence, MLSMR | Solute carrier family 12 member 5 (Homo sapiens), Q9H2X9 | KCC2 cells, thallium flux FluoZin-2 fluorescence | B-score of Tl+ flux slope (higher = more flux/activation; lower = inhibition) at 10 µM | 190,000 tested, 2.2% active;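 active = thallium flux slope and its plate-corrected score both differing from the plate sample mean at a set confidence after two filtering rounds, in either direction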;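 note: slope of fluorescence scaled to starting intensity during 10 to 20 s after thallium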
Thrombin inh: human alpha-thrombin inhibitors, primary screen, counter-screen for coagulation protease inhibitor project, biochemical, 1536-well, fluorogenic AMC substrate | Prothrombin (Homo sapiens), P00734 | Boc-VPR-AMC fluorogenic substrate cleavage | AID 1046, 2008 | 220,000 tested, 0.26% active | inhibition, % at 5 µM;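 active = inhibition at or above 40%; inactive = inhibition below 40%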;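 note: 0% = enzyme with no compound and 100% = wells without enzyme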
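Test system: human alpha-thrombin; medium: pH 7.5 Tris-saline with Tween 20; times: reaction at room temperature; signal: AMC fluorescence at 355 nm excitation and 460 nm emission; also added: Boc-VPR-AMC substrate, 15 µM final; dosing: one concentration per compound, 5 µM, with 0.2% DMSO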
EBV gp42 inh: Epstein-Barr virus gp42 inhibitors, primary screen, biochemical, uHTS, fluorescence polarization; Glycoprotein 42 (Epstein-Barr virus (strain AG876)), Q1HVG2; Fluorescence polarization binding assay, mP read-out; inhibition, % (tested at 21.74 µM); 220,000 tested, 0.42% active; AID 1085, 2008; in the data active = inhibition above about 50%
Target sequence (Q1HVG2 whole entry, looked up): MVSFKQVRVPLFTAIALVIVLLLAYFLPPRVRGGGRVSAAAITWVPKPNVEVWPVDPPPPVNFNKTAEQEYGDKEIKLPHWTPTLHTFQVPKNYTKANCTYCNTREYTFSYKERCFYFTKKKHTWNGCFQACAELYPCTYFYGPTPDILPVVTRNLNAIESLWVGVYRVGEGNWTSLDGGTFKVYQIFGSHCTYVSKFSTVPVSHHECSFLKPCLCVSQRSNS
Furin inhibitor: human furin inhibitors, primary screen, biochemical, fluorescence intensity; P09958; inhibition, % at 30 µM; purified furin, fluorogenic substrate cleavage; 220,000 tested, 0.061% active; in the data active = inhibition above about 25%; note: inactives centre near -15
Target sequence (P09958 108-714 limits assumed): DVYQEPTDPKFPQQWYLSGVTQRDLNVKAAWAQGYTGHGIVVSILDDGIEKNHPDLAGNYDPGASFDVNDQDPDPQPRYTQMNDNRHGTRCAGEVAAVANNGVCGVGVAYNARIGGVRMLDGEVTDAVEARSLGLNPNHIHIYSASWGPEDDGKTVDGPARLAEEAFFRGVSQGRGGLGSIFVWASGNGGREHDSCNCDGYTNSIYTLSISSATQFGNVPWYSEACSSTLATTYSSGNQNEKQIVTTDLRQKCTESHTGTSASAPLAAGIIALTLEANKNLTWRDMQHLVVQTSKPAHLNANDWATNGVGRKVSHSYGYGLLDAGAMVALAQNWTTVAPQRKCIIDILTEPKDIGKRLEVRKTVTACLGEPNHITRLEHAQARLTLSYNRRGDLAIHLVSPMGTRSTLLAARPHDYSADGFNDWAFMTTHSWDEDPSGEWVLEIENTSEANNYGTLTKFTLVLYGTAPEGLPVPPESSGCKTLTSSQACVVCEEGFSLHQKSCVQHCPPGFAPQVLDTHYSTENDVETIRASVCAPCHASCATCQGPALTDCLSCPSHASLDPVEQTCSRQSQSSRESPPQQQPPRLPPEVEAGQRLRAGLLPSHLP
* hit, by the source's call; nt = not tested or not shown; [ ] = remark or other dose.

SMILES	zfTRPN1 agonist	TRPML3 ag	m-calpain inh	TbHK1 inh	PPC-1+TRAIL kill	Cl transport mod	Thrombin inh	EBV gp42 inh	Furin inhibitor
Cc1nnc(SCC(=O)NC(C)(C)C)n1C1CCCCC1	1.6	1.1	5.8	-0.4	22.3	-0.0589	-6.2	-48.6	-19.2
CCCOc1ncnc2c1sc1nc3c(cc12)COC(C)(C)C3	2.9	-0.2	-6.6	-1.7	-6.2	0.765	-12.6	1.5	-20.6
Fc1ccc(-c2cc3nc(-c4ccccc4)cc(N4CCN(CCN5CCOCC5)CC4)n3n2)cc1	3.1	0.6	-481.5	-8.6	-0.1	-0.407	-2.2	-18.5	-19.0
Cc1cc([N+](=O)[O-])nn1CC(=O)N/N=C/c1ccccc1F	0.7	0.4	-13.6	-5.1	7.7	0.393	-0.9	-10.2	-26.5
N#CCC(CNc1ncc(C(F)(F)F)cc1Cl)OC(=O)c1cccc([N+](=O)[O-])c1 (stereo not drawn)	-0.3	-0.4	41.0	3.5	-3.2	nt	14.4	-1.1	-14.6[20 µM]
COc1cc2c(C(=O)N3CCN(C4CCCCC4)CC3)cn(CC(C)C)c(=O)c2cc1OC	1.8	1.1	-24.6	-16.1	14.8	0.363	-2.7	-16.5	-19.3
COc1ccc(CN2CCN(CCc3ccccc3)C(CCO)C2)c(O)c1 (stereo not drawn)	0.4	0.8	20.6	1.9	22.8	0.555	-1.5	6.1	-11.7
COC(=O)c1cc(NS(=O)(=O)c2ccc(N3CCCCCC3)c([N+](=O)[O-])c2)cc(C(=O)OC)c1	-1.2	-0.2	-46.3	-4.1	-0.4	1.05	3.2	6.1	-16.4[20 µM]
CC(C)(C)n1nnnc1C(c1ccccc1)N1CCc2ccccc2C1 (stereo not drawn)	0.6	-0.5	9.1	-0.3	5.1	-0.884	0.8	-11.7	-26.3[20 µM]
Cc1c(C(=O)OCc2nc3scc(-c4ccccc4)c3c(=O)[nH]2)cccc1[N+](=O)[O-]	0.9	1.0	-10.8	1.6	27.9	-0.597	-3.4	-28.7	-31.3
CN(c1ccccc1)c1ccc(/C=C(\CCC(=O)O)c2nc3ccccc3s2)cc1[N+](=O)[O-]	-1.1	-0.1	39.2	21.6	1.8	-6.94*	-7.6	6.6	3.5
CCN(CC)CCNC(=O)C1c2ccccc2C(=O)N(CCOC)C1c1ccc(F)cc1 (stereo not drawn)	-0.7	1.2	-5.7	-3.2	7.8	-0.0258	-10.3	-6.2	-18.2[20 µM]
COC(=O)c1ccc(C(NC(=O)c2cccnc2)NC(=O)c2cccnc2)cc1	0.5	0.3	15.7	7.2	8.9	-0.747	6.3	-7.3	-13.0
COC(=O)Nc1c(-c2ccccc2)nc2ccc(C)cn12	0.5	0.3	-255.1	-5.5	14.9	-0.415	2.8	-12.4	-14.4
CCOP(=O)(OCC)C(NC(=O)Nc1ccc(Cl)cc1)C(N)=O (stereo not drawn)	0.7	1.1	-2.1	7.1	-7.1	0.0303	-7.0	5.7	-24.8
CC(=O)N1N=C(c2ccco2)CC1c1ccc(Br)cc1 (stereo not drawn)	-0.1	-0.7	-2.2	-5.9	15.6	0.653	-8.1	3.1	-18.1
Cc1nnc(SCC(=O)N(C(C)C)C(C)C)nc1C	0.0	0.3	-16.9	-2.1	10.7	1.03	-5.9	-2.3	-13.5[20 µM]
COc1ccc(N2CCN(C(=O)COc3ccc(Cl)cc3Cl)CC2)cc1	-0.5	0.2	25.4	-5.5	-25.7	-0.305	0.3	-2.8	-17.7[20 µM]
O=C(O)CN1C(=O)NC2NC(=O)NC21 (stereo not drawn)	-1.1	0.4	21.6	-3.7	35.9	0.369	2.4	2.7	-13.0[20 µM]
CCN(CC(=O)Nc1ccccc1OC)C(=O)COc1ccc2ccccc2c1	-0.7	-0.3	14.6	5.0	5.4	-3.31	-9.5	27.6	-18.5
CCC(C(=O)NC(C)(C)C)N(C(=O)Cn1nnc(-c2ccccc2F)n1)c1cccc2c1CCCC2 (stereo not drawn)	1.9	0.5	32.4	-3.6	20.0	-0.484	-0.2	-27.7	-18.6
Cn1c(N)c(C(=O)COC(=O)CSc2ccc(Cl)cc2)c(=O)n(C)c1=O	2.5	1.0	31.1	-0.7	32.1	-2.48	-8.6	-5.8	8.4
Cc1cc(/C=N/NC(=O)c2ccc(CN3CCOCC3)cc2)c(C)n1-c1ccccc1	4.1	0.9	-18.8	-36.1	9.8	nt	-4.7	-3.7	-1.2[20 µM]
O/N=C1\CCCc2ccc(Cl)cc21	-1.6	0.0	-1.5	29.1	26.0	-0.228	-7.2	-2.1	3.8
CCCCn1c(NC(=O)c2ccco2)c(S(=O)(=O)c2ccc(C)cc2)c2nc3ccccc3nc21	1.9	0.1	-400.6	-4.3	12.9	-0.971	-4.7	-15.8	-13.6
SMILES	zfTRPN1 agonist	TRPML3 ag	m-calpain inh	TbHK1 inh	PPC-1+TRAIL kill	Cl transport mod	Thrombin inh	EBV gp42 inh	Furin inhibitor
Cc1ccc(NC(=O)N/C=C/c2ccc(Cl)cc2)cc1	-0.4	0.8	9.6	-3.5	-6.2	-0.0177	-5.1	-7.6	-11.9[20 µM]
O=C1c2cccc3cccc(c23)C(=O)N1CCCSc1ncn[nH]1	0.8	0.1	3.4	-22.1	-17.1	-0.0739	-1.4	-8.4	-1.7
CCCC1=C(C(=O)OCC)C(c2cccs2)n2ncnc2N1 (stereo not drawn)	-2.1	-1.2	-8.8	-7.3	-6.8	-1.16	-0.8	-28.6	-16.0
CC(=O)OC1CC2(C)C(=O)CCC2C2CCc3cc(O)ccc3C12 (stereo not drawn)	-0.6	-0.6	-22.6	3.2	11.1	-0.362	-4.8	-0.9	-10.8
Cc1nn2c(N3CCN(C)CC3)cc(C(C)(C)C)nc2c1-c1ccccc1	3.7	1.7	-50.1	-27.6	-11.3	1.08	4.7	-3.3	-17.2
C=CCSc1nc(Cc2ccc(Cl)cc2)nc2ccccc12	0.1	-0.5	3.1	-7.2	4.6	0.237	1.9	-18.1	-18.0
COc1ccc(CN(C(=O)c2ccc3c(c2)OCCO3)C(C(=O)NC2CCCCC2)c2ccc3ncccc3c2)cc1 (stereo not drawn)	0.3	-0.4	-90.1	-2.6	12.4	nt	3.5	-0.2	-12.0
NS(=O)(=O)c1cc2c(cc1Cl)NC=NS2(=O)=O	3.8	1.0	-7.3	-5.5	-2.1	0.152	1.0	-3.0	-19.6
COc1ccc(S(=O)(=O)n2oc(=O)cc2-c2ccccc2)cc1	0.5	0.3	24.6	1.8	1.0	0.148	-10.9	-9.9	2.2[20 µM]
Cc1cccn2cc(-c3ccc4c(c3)NC(=O)CO4)nc12	0.8	0.8	-5.4	-7.9	7.8	-1.15	1.0	-13.1	-15.6
Cn1ncc(Br)c1NC(=O)Nc1ccc(OC(F)(F)F)cc1	4.0	2.5	16.1	-1.7	13.5	0.0186	-11.7	0.4	-4.6
Cc1ccc(-n2ncc(C(=O)Nc3cc(Cl)ccc3Cl)c2C2CCNCC2)cc1	0.3	1.7	15.3	6.0	-6.7	-0.639	4.1	4.1	-19.0
COc1ccc(C2NC(=O)NC(C)=C2C(C)=O)cc1 (stereo not drawn)	-0.3	0.3	-10.3	-3.4	-3.6	-0.68	-1.6	-6.4	-8.0[20 µM]
COc1ccc(-c2nc3ccccc3n2OCC(=O)O)cc1	-1.3	0.2	27.1	-5.7	46.7	-0.631	1.2	1.0	-17.6
COc1ccccc1NC(=O)Cn1cc(C(=O)c2ccco2)c2ccccc21	2.0	0.0	17.3	-21.6	5.9	-0.116	2.1	-14.7	2.8
COc1ccc(N2CCN(C(=O)Cn3nnc(-c4ccc(OC)c(OC)c4)n3)CC2)cc1	0.9	1.0	5.7	6.8	16.7	0.545	-5.1	3.8	-22.3
CC1=[N+]([O-])C(C)(C)N(O)C1(C)C	0.1	1.2	-1.4	-6.5	19.2	-0.568	-1.4	-6.7	-27.9
COC(=O)C(NC(=O)C(CC(C)C)NC(=O)C1CCC(C)CC1)C(C)C (stereo not drawn)	0.3	-0.4	-9.2	-5.0	-3.8	nt	-0.6	0.3	-23.7[20 µM]
CS(=O)(=O)Nc1ccccc1C(=O)NC1CC2CCC1C2 (stereo not drawn)	-1.3	1.1	-210.4	-5.2	25.1	0.00167	2.2	-8.8	-12.3[20 µM]
CC(C)(C)c1ccc(NC(=O)N2CCCN(c3ccc([N+](=O)[O-])cn3)CC2)cc1	4.6	2.3	2.8	0.7	12.3	nt	-5.4	5.3	-2.2
O=C(C/C=N\OCc1ccc(Cl)cc1Cl)Nc1ccccc1	-1.1	0.2	1.7	-1.4	8.3	0.00845	1.2	6.4	-24.9
c1ccc(COc2ccc(Nc3ncnc4nc[nH]c34)cc2)cc1	-1.9	1.1	-19.1	-5.6	7.7	nt	-3.4	-5.4	-21.4
Cn1cccc1/C=N/NC(=O)c1sc2cc(Cl)ccc2c1Cl	0.9	0.6	17.2	13.1	-3.1	0.0797	-2.7	-11.3	-24.5
COc1cc2[nH]c(=O)n(CCCCCC(=O)NCCc3c[nH]c4ccccc34)c(=O)c2cc1OC	-1.0	0.0	-0.1	-15.2	10.4	0.515	-5.6	-9.6	-20.2[20 µM]
COc1ccc2c(c1)O/C(=C\c1ccco1)C2=O	0.9	0.6	-11.3	-28.8	-4.2	-0.524	-4.2	-20.9	4.3

Part of the list above, set out differently.
Sequence of screens: zfTRPN1 agonist | TRPML3 ag | m-calpain inh | TbHK1 inh | PPC-1+TRAIL kill | Cl transport mod | Thrombin inh | EBV gp42 inh | Furin inhibitor
> COc1ccc(-c2nc3ccccc3n2OCC(=O)O)cc1
→ -1.3 | 0.2 | 27.1 | -5.7 | 46.7 | -0.631 | 1.2 | 1.0 | -17.6
> COc1ccccc1NC(=O)Cn1cc(C(=O)c2ccco2)c2ccccc21
→ 2.0 | 0.0 | 17.3 | -21.6 | 5.9 | -0.116 | 2.1 | -14.7 | 2.8
> COc1ccc(N2CCN(C(=O)Cn3nnc(-c4ccc(OC)c(OC)c4)n3)CC2)cc1
→ 0.9 | 1.0 | 5.7 | 6.8 | 16.7 | 0.545 | -5.1 | 3.8 | -22.3
> CC1=[N+]([O-])C(C)(C)N(O)C1(C)C
→ 0.1 | 1.2 | -1.4 | -6.5 | 19.2 | -0.568 | -1.4 | -6.7 | -27.9
> COC(=O)C(NC(=O)C(CC(C)C)NC(=O)C1CCC(C)CC1)C(C)C (stereo not drawn)
→ 0.3 | -0.4 | -9.2 | -5.0 | -3.8 | nt | -0.6 | 0.3 | -23.7[20 µM]
> CS(=O)(=O)Nc1ccccc1C(=O)NC1CC2CCC1C2 (stereo not drawn)
→ -1.3 | 1.1 | -210.4 | -5.2 | 25.1 | 0.00167 | 2.2 | -8.8 | -12.3[20 µM]

Screening data (PubChem BioAssay)
